Vif imaging = HIV Vif self-association inhibitors, primary screen, imaging, HEK293T, single point; HEK293T cells, Vif self-association by quenched fluorescence, 24 h; inhibition, % at 7.49 µM; actives 0.35% (n = 340,000); in the data active = inhibition above about 50%, passing the limit was not always enough; inconclusive = no clear call, values can overlap the other calls; inactive = below about 31%; note: some results filed as inactive read as strong as hits
Granule exo inh = LAMP-1 surface exposure blockers, TALL-104 cells – cell-based, flow cytometry, MLPCN library, primary screen | TALL-104 LAMP-1 surface exposure; cells stimulated with thapsigargin and PMA | inhibition, % at 10 µM | actives 0.66% (n = 360,000) | AID 651702, 2012;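 active = inhibition above about 55%, limit read from the data; inconclusive = no clear call, values can overlap the other calls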
PDI turbidity = inhibitors of human PDI, primary screen, biochemical, turbidity, single point, plate reader | Protein disulfide-isomerase (Homo sapiens), P07237 | inhibition, % at 10 µM | PDI insulin aggregation turbidity, A650, 90 min | actives 0.052% (n = 350,000);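 active = mean inhibition across replicates of 30% or more, whatever share of single replicates reach that level; inconclusive = mean inhibition below 30% while every single replicate reaches 30%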;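 note: absorbance from insulin aggregation driven by PDI reduction with DTT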
Target sequence (P07237 whole entry, looked up): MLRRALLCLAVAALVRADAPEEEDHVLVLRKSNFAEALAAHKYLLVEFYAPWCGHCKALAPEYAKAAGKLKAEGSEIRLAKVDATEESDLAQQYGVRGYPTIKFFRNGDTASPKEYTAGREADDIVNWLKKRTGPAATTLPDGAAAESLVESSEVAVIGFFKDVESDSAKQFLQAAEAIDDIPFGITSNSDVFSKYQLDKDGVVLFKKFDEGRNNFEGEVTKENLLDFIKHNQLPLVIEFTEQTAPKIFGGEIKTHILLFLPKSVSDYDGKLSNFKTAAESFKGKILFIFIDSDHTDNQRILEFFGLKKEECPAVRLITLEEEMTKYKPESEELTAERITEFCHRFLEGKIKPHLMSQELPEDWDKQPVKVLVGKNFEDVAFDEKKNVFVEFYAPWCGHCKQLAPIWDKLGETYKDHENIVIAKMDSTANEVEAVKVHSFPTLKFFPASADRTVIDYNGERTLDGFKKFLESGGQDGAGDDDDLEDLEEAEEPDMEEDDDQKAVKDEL
aDG glyco up = activators of alpha-DG glycosylation, primary screen, uHTS, Pro5-aDG cells, AlphaScreen | actives 0.22% (n = 360,000) | activation, % at 10 µM | alpha-DG glycosylation AlphaScreen (IIH6); 0% Pro5, 100% B10-LARGE cell signal;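 active = activation of at least 8% versus controls, or a plate z-score of at least 8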;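 note: Pro5 are CHO cells carrying HIG-tagged alpha-DG that lacks glycosylation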
NR2E3 ag-1 = inhibitors of NR2E3-RetCOR corepressor binding, primary screen, NR2E3 agonist project, biochemical, TR-FRET, GST-NR2E3, biotin-RetCOR; Photoreceptor-specific nuclear receptor (Homo sapiens), Q9Y5X4; 1536-well; inhibition of corepressor binding, % at 4.78 µM; actives 0.12% (n = 320,000); AID 2300, 2010;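 active = percent inhibition above the cutoff of mean plus 3 SD of all tested compounds, set per screening campaign, cut at about 20% in these data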;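 note: 0% = DMSO wells and 100% = biotin wells as full block of FRET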
Target sequence (Q9Y5X4 whole entry, looked up): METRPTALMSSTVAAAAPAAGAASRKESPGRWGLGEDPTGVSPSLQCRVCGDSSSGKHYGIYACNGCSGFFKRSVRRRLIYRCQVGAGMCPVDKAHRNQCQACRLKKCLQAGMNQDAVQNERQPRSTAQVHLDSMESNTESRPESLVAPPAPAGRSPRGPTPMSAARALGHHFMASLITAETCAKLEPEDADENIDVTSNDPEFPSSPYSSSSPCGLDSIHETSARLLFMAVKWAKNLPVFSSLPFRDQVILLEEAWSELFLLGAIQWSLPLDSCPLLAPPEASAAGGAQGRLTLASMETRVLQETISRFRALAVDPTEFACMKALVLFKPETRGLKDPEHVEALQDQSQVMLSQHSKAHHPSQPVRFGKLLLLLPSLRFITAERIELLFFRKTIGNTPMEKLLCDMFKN
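Assay system: NR2E3–RetCOR corepressor complex. Quantity: 1.35 nM GST-NR2E3. Buffer or medium: pH 7.5 Tris-based buffer. Reagent: biotinylated RetCOR corepressor at 7 nM final. Schedule: 5 h at 4 °C. Detection: TR-FRET, emission read at 617 and 671 nm. Replicates: one well per compound, singlicate testing.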
TRPM1 prom inh = inhibitors of MITF-dependent TRPM1 promoter reporter, primary screen, cell-based, SK-MEL-5, single point, luciferase; SK-MEL-5 TRPM1 promoter luciferase, 24 h; inhibition, % at 12.5 µM; actives 0.83% (n = 330,000);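 active = mean inhibition across replicates of 60% or more, whatever share of single replicates reaches that level; inconclusive = some that reach 60%, reason not given; inactive = mean inhibition across replicates below 60%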; note: values of inactives mirror those of a sister screen read the other way
HIF-2a block = HIF-2a reporter inhibitors, primary screen, luminescence, 786-0 RCC cells; 786-0 RCC cells HIF-2a reporter, luciferase luminescence, overnight; inhibition, % at 18.8 µM; actives 0.72% (n = 360,000); AID 624352, 2012;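 active = inhibition of the luminescence signal of 40% or more relative to plate controls, in a single-dose primary screen at 18.75 µM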
CaV13 FRET inh = Primary screen for inhibitors of IQ motif and Ca2+-dependent inactivation inhibitor domain binding in CACNA1D, Förster resonance energy transfer in living cells, … | HEK cells, CFP/YFP FRET ICDI-IQ, plate reader, 10 min; percent FRET-ratio fall versus neutral wells | inhibition, % at 12.3 µM | actives 0.098% (n = 340,000) | AID 743397;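 active = mean replicate inhibition of at least 30% and at least 1% of replicates passing that level; inconclusive = only one of the two criteria is met; inactive = neither criterion is met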;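 note: 0% = median of the neutral control wells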
iPSC survival up = enhancers of single-cell hiPSC survival, primary screen, ATPlite luminescence; 100% = ROCK inhibitor wells, 0% = DMSO; survival enhancement, % at 20 µM; actives 0.044% (n = 360,000); in the data active = survival enhancement above about 18%;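 note: cells exposed to compounds for 16 hours before the ATP read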
NR2E3 ag-2 = NR2E3 agonists in two-hybrid cells, primary screen, cell-based, luminescence, CHO-S, Gal4-NCOR/VP16-NR2E3; Photoreceptor-specific nuclear receptor (Homo sapiens), Q9Y5X4; actives 0.35% (n = 360,000); AID 602229, 2012; inhibition of corepressor binding, % at 3.98 µM; luciferase;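 active = inhibition above the mean of all tested compounds plus 3 SD, cut at about 70% in these data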;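 note: 0% = DMSO with NR2E3 transfected cells and 100% = cells lacking NR2E3 construct; higher means lower luciferase signal from less NR2E3 corepressor binding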
Peg3 promoter = Peg3 promoter-driven luciferase inhibitors, primary screen, cell-based, HeLa, luciferase luminescence; actives 1.7% (n = 360,000); inhibition, % at 20 µM; HeLa PEG-Prom luciferase reporter, overnight; AID 588405, 2011;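 active = inhibition of at least 50% at 20 µM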
* hit, by the source's call; ? = inconclusive; . = no result given; & = joins results of further samples. Random draw from the library; 3.5% or so of the library scored in one or more.

SMILES	Vif imaging	Granule exo inh	PDI turbidity	aDG glyco up	NR2E3 ag-1	TRPM1 prom inh	HIF-2a block	CaV13 FRET inh	iPSC survival up	NR2E3 ag-2	Peg3 promoter
CCOC(=O)N1CCN(CC(=O)Nc2ccc(F)c(F)c2)CC1	2	35	-3	0.6	-4	-6	18	-6	-3.0	5	-11
COc1ccccc1OCCCOc1ccc([N+](=O)[O-])cc1Cl	17	-1	10	0.6	1	-72	-239	.	-2.0	-126	-303
CN(C)S(=O)(=O)n1cc(/C=C(\NC(=O)c2ccccc2Cl)C(=O)NCCCn2ccnc2)c2ccccc21	-11	12	-12	-0.2	0	-9	10	-3	-0.4	-22	38
CCOc1cccc(-c2c(C(=O)N/N=C(\C)c3cccs3)nnn2-c2nonc2N)c1	-5	18	4	-0.2	1	4	-13	-7	0.1	-5	12
CCO/N=C(\C)c1c(O)cc(C(C)C)n(-c2ccccc2)c1=O	6	-3	17	-0.2	1	4	6	-3	1.8	4	0
Cc1ccc(N(CC(=O)N(C)Cc2ccccc2)S(C)(=O)=O)cc1C	30	4	2	-0.1	1	-1	10	-3	0.7	-23	19
COc1ccc(OC)c(NC(=O)Cc2coc3ccc(C)cc23)c1	-7	-1	20	0.0	0	-3	14	.	-1.1	-4	12
CN1CCN(c2ccc(NC(=O)c3ccc4ccccc4c3)cc2)CC1	-6	10	3	0.5	4	12	3	-7	-0.4	-26	-90
COc1ccc(OCCCn2cc(/C=C3/C(=N)N4C=C(C)SC4=NC3=O)c3ccccc32)cc1	13	-3	2	-0.1	-2	3	-87	-16	-1.5	-106	51*
O=C(NCCc1ccccc1)C1CCCN(S(=O)(=O)c2cccnc2)C1 (stereo unspecified)	-13	0	4	0.1	-2	-4	6	-2	-2.1	-18	6
Cn1ncc(N=Cc2ccc([N+](=O)[O-])cc2)c1C(=O)N1CCOCC1	1	-3	2	0.1	6	-3	4	.	0.7	-2	0
Cc1c(C(=O)N2CCN(c3ccccc3)CC2)oc2c(Cl)cccc12	-2	3	1	0.2	2	10	-10	-15	0.3	-23	-12
O=C(NCCc1ccc(F)cc1)c1cccc(NC(=O)c2ccccc2)c1	-2	-3	1	-0.2	4	-16	-57	-5	-0.3	-10	-22
CCCN1C(=O)c2ccccc2NC1c1ccc(OC)c(CSc2ccccn2)c1 (stereo unspecified)	1	-4	-2	0.8	1	-7	22	-4	2.0	17	-7
COc1ccc(S(=O)(=O)NCCc2csc(C)n2)cc1C	5	3	-7	-0.3	0	11	15	.	0.5	-8	4
Cc1cccc(C(=O)NCc2ccc(S(N)(=O)=O)cc2)c1[N+](=O)[O-]	0	-4	3	-0.1	-1	-8	12	-2	0.3	-6	4
COc1ccc(/C=C/C(=O)Nc2cc(C)on2)cc1	6	-2	6	0.2	0	-68	-157	-19	0.6	-33	-192
Cc1ccc(COC(=O)c2cc(S(=O)(=O)N3CCOCC3)ccc2C)cc1	2	-1	-5	0.4	3	-9	6	-6	-0.5	26	13
CCCc1cc(=O)oc2cc(OCC(=O)NCc3ccccn3)ccc12	9	-1	-5	0.5	1	-27	-1	-6	-0.6	2	10
O=C(O)CCCNC(=O)/C(=C\c1ccc(Cl)cc1)NC(=O)c1ccccc1Br	0	0	1	-0.3	-5	-2	16	-5	4.1	2	3
COc1cc2ccccc2cc1C(=O)Nc1ccc(O)cc1	13	4	-6	-0.1	2	-54	-274	-5	-0.6	-101	-261
CN(C)C(=O)c1c(-c2ccccc2)oc2ccc(O)cc12	-13	-3	2	0.0	4	8	16	.	0.4	1	25
CCCn1c(=O)n(N)c2ccccc21	1	-2	16	0.1	1	-4	11	-19	0.5	-5	-6
O=C(NCC1CCCN1S(=O)(=O)c1cccs1)c1cccc(Cl)c1 (stereo unspecified)	-3	4	17	0.0	1	13	1	-2	-0.4	-27	-20
Cc1nc(SCc2ccccc2)c2ccsc2n1	-7	1	1	0.2	-4	7	9	-2	-0.2	-23	12
Next records.
SMILES	Vif imaging	Granule exo inh	PDI turbidity	aDG glyco up	NR2E3 ag-1	TRPM1 prom inh	HIF-2a block	CaV13 FRET inh	iPSC survival up	NR2E3 ag-2	Peg3 promoter
CCOc1ccc(C(=O)C[n+]2ccccc2C)cc1	0	0	-5	-0.4	-2	3	10	-2	-0.8	-11	0
COc1cccc2c1O/C(=N\O)C(C(=O)Nc1cccc(C)c1C)C2 (stereo unspecified)	6	-14	13	0.1	.	2	-11	-5	0.2	6	-5
CC1=Nc2ccc(C)c3nc(C)cc(c23)N1c1ccc(C)cc1	-9	1	-1	0.7	1	10	15	-3	0.3	-19	5
COC[C@H]1CCCN1[C@H]1CS(=O)(=O)N[C@@H]1COCc1ccccc1	.	-3	.	-0.3	.	.	7	-9	5.0	-9	8
Cc1c(NC(=S)NC(NC(=O)C(C)(C)C)C(Cl)(Cl)Cl)c(=O)n(-c2ccccc2)n1C (stereo unspecified)	-6	0	8	-0.2	0	-17	26	-4	2.5	-5	15
O=S(=O)(NCc1ccc(F)cc1)c1ccc(-c2cnc(C3CC3)o2)cc1	6	-3	-5	-0.2	4	-9	-3	-5	-0.6	26	31
COc1ccc(S(=O)(=O)NCCC(=O)NCc2ccccc2)cc1	8	0	-2	-0.1	0	-1	5	-7	-2.5	4	-4
Cc1[nH]nc(N=CC2=C(O)CC(C)(C)CC2=O)c1-c1ccc(Cl)cc1	-13&4	-3&-2	4&4	0.1&0.0	-3	-16	-150&-104	-5&-5	-0.5&-0.7	-27&-9	-104&-130
COc1ccccc1C(CCN(Cc1cccs1)C(C)=O)c1ccco1 (stereo unspecified)	-9	3	1	0.6	1	3	1	-5	-0.6	-21	4
CCC(=O)NCCc1nc2ccccc2[nH]1	-12	-2	0	-0.1	3	-8	11	-8	0.0	-31	16
CC(C)c1ccc(N2C(=O)/C(=C/N(C)C)SC2=S)cc1	-9	-11	7	-0.2	1	-7	-101	10	0.6	-73	-61
CCn1c(CC(=O)Nc2ccc(C)cc2)nnc1SCC(=O)NCc1ccccc1	-11	-2	-4	-0.1	3	5	13	.	1.7	3	9
Cn1c(CC2Sc3ccccc3NC2=O)nnc1SCC(=O)c1ccc(Cl)cc1 (stereo unspecified)	0	32	7	0.0	3	11	12	-4	-0.3	-7	17
CCOc1ccc(OCC)c(-c2c(=O)n(OCc3ccc(Cl)cc3)c3ccccc3[n+]2[O-])c1	.	-4	-4	-0.2	5	12	-26	-5	0.0	-30	14
CCOc1ccc(NC(=S)N2CCc3cc(OC)c(OC)cc3C2COc2ccc3c(C)cc(=O)oc3c2)cc1 (stereo unspecified)	0	-9	6	-0.3	-1	-1	5	-4	-0.9	-2	-6
O=C(Cc1ccccc1)NN1CCCCC1	-4	-6	16	-0.1	-3	-9	6	-3	-0.7	-3	4
CCc1ccc(OCc2nnc(SCC(=O)Nc3cccc(C(=O)N4CCOCC4)c3)o2)cc1	3	1	10	-0.1	1	8	-3	-6	1.9	-1	-1
CCOC(=O)c1ccc(NC2c3ccccc3C(=O)N2c2ccc(C)cn2)cc1 (stereo unspecified)	21	1	.	0.1	2	.	-15	-3	-0.7	-10	13
CC(C)CC(=O)NC(=S)Nc1ccc(F)cc1F	6	2	-5	0.0	-3	-2	-57	-10	1.5	-23	-26
O=c1oc2ccccc2c2c1cnc1ccccc12	1	1	-7	-0.2	.	-2	15	-7	-1.5	2	14
Cc1c(CNCCC2=CCCCC2)c(C(=O)O)c(C)n1Cc1ccccc1	-5	0	-1	-0.3	2	9	14	10	-0.1	-23	8
O=C(N/C(=C\c1cccnc1)C(=O)N1CCOCC1)c1cccc(Br)c1	-9	-1	-2	-0.2	-2	3	19	-6	2.9	-13	4
Cn1c(CN2CCN(CCO)CC2)c(C#N)c2ccccc21	-5	8	1	0.0	-1	4	19	-5	-0.5	26	24
Cc1nn(C/C(C#N)=N\O)c(C)[n+]1N	1	0	1	-0.1	-1	-8	8	-4	0.2	1	-5
Cc1cc(=O)oc(C)c1C(=O)NCc1c(F)cc(F)cc1F	13	-1	3	-0.6	0	-3	12	-3	2.8	-1	-4
New compounds follow:
SMILES	Vif imaging	Granule exo inh	PDI turbidity	aDG glyco up	NR2E3 ag-1	TRPM1 prom inh	HIF-2a block	CaV13 FRET inh	iPSC survival up	NR2E3 ag-2	Peg3 promoter
COC(=O)c1ccc(NC(=O)COC(=O)C2CC(=O)N(Cc3ccccc3)C2)cc1 (stereo unspecified)	4	6	8	-0.4	-2	1	8	-3	1.2	-4	6
CN(C(=O)CCNC(=O)Cn1cnc2ccccc2c1=O)c1ccc(Br)cc1	9	-7	-21	0.0	3	-5	18	-2	0.0	-20	6
COc1cccc(CC(=O)OCC(=O)N(C)CC(=O)Nc2ccccc2Cl)c1	-2	1	9	-0.1	-1	0	3	-6	0.9	-14	2
COc1ccc(C(NC(=O)C(C)C)c2c(O)ccc3ccccc23)cc1OC (stereo unspecified)	16	1	-8	-0.3	5	-14	16	-5	-0.6	-11	8
Cc1c(NC(=O)CSc2ccccc2Cl)c(=O)n(-c2ccccc2)n1C	10	-3	23	0.1	2	3	10	-2	-2.4	1	13
Cn1c(=O)oc2cc(S(=O)(=O)NCC3CCCO3)ccc21 (stereo unspecified)	11	3	-3	0.0	1	-1	-16	-5	0.7	19	6
CC(CNC(=O)CC(C)(C)C)NC(=O)CC(C)(C)C (stereo unspecified)	0	-1	-2	-0.2	-2	-6	10	-6	0.4	3	-8
CCOC(=O)[C@]12CCC=C1N(Cc1ccco1)C(=O)[C@H](CC(=O)NCc1cccc3ccccc13)C2	.	0	.	0.2	.	.	2	-9	-0.3	-13	.
Cc1ccc(C)c(S(=O)(=O)N(C(=O)c2ccncc2)c2ccc(OC(=O)c3ccncc3)cc2)c1	6	-3	2	0.0	0	-2	20	-4	0.4	-10	43
O=C(CSc1nnc(Cc2ccccc2)n1Cc1ccco1)NC12CC3CC(CC(C3)C1)C2	-5	0	9	0.6	-2	-7	18	-7	-2.3	-3	32
CCOc1ccccc1C1C(C(=O)OC)=CN(C)C=C1C(=O)OC	?	-1	-13	-0.1	4	4	-2	10	-0.8	-3	12
CCOc1ccc(-c2nnn(CC(=O)c3ccc4c(c3)OCCO4)n2)cc1OCC	-1	0	-1	0.3	-2	-11	-19	-10	0.8	-2	13

Bioassay records as filed in PubChem BioAssay.
